# TCR-CD3 inh = inhibitors of human TCR-CD3 interaction, primary screen, biochemical, fluorescence, TAMRA-labeled TCR probe. T-cell receptor (TCR). inhibition, % at 9.4 µM. actives 0.37% (n = 360,000); in the data active = inhibition above about 19%;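 also: recombinant mutant TCR 2C K166C tagged with TAMRA read by polarization; 0% = receptor in buffer alone and 100% = receptor with positive control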
# PRMT1 FP inh = PRMT1 methyltransferase inhibitors, primary screen, biochemical, fluorescence polarization; actives 1.3% (n = 370,000); AID 652257, 2013; recombinant PRMT1, activity-based probe fluorescence polarization; inhibition, % at 2.79 µM;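 active = inhibition above about 21% made by adding two undisclosed values, limit read from the data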
# Target sequence (Q99873 whole entry, looked up): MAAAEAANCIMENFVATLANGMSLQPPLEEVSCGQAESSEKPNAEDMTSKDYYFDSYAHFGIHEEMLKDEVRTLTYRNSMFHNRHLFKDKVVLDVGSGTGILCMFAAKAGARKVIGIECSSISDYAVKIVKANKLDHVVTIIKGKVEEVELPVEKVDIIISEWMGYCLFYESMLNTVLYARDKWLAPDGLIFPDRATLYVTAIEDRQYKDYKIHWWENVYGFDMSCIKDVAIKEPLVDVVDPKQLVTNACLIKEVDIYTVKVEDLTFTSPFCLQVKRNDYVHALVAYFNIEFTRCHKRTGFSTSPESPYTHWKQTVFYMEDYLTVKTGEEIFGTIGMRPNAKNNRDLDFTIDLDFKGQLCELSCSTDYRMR
# HTRA1 inh = HTRA1 serine protease inhibitors, primary screen, biochemical, fluorescence polarization, HTS; actives 0.5% (n = 340,000); AID 504803, 2011; recombinant HTRA1, FP-rhodamine activity-based probe; inhibition, % at 5.96 µM; in the data active = inhibition above about 36%;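 also: 0% = enzyme with DMSO and 100% = wells lacking enzyme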
# PG9 binder = binders of HIV-1 gp120 antibody PG9, primary screen, biochemical, TR-FRET; TR-FRET gp120-PG9 antibody binding; actives 0.43% (n = 360,000); HIV-1 gp120 / PG9 antibody interaction; inhibition, % at 6.7 µM; in the data active = inhibition above about 8.5%
# UHRF1 MBD2 ctr = UHRF1 methylated DNA binding inhibitors, primary screen, counter-screen for MBD2 inhibitor project, biochemical, TR-FRET, human UHRF1, single concentration. E3 ubiquitin-protein ligase UHRF1 (Homo sapiens), Q96T88. inhibition, % at 4.4 µM. UHRF1 binding to methylated oligo. actives 0.75% (n = 370,000); in the data active = inhibition above about 21%;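 also: UHRF1 SRA domain binding a hemimethylated CpG hairpin DNA probe; 0% = median of test compound wells and 100% = reference inhibitor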
# ABHD4 inh = ABHD4 inhibitors, primary screen, biochemical, fluorescence polarization, mouse. actives 0.54% (n = 370,000). (Lyso)-N-acylphosphatidylethanolamine lipase (Mus musculus), Q8VD66. purified mABHD4, FP-Rh probe fluorescence polarization. inhibition, % at 8.92 µM;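 active = inhibition exceeding the mean over every tested compound plus 3 SD, cut at about 30% in these data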;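 also: 0% = plate median of compound wells and 100% = S159A mutant with DMSO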
#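 system = mouse ABHD4 enzyme, wild type | medium = HEPES pH 7.0, NaCl, Pluronic buffer | also added = FP-Rh probe | incubation = Enzyme–compound pre-incubation 45 min, then probe 60 min, both 25 °C | technique = fluorescence polarization, excitation 525 nm, emission 598 nm, BODIPY TMR filters | controls = S159A mutant high control, sample median low control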
# LEDGF integ inh = blockers of LEDGF/p75-dependent integrase strand transfer – biochemical, TR-FRET, high throughput, primary screen; TR-FRET IN-LEDGF/p75 DNA integration, Eu/Cy5; inhibition, % at 3.7 µM; actives 0.64% (n = 370,000); AID 743269, 2014;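 active = inhibition above the screen-wide mean plus 3 SD, cut at about 13% in these data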;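 also: signal is the Cy5 over europium emission ratio at 671 and 618 nm; 0% = plate median of compound wells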
# rCAG RNA binder = binders of r(CAG) RNA repeats, primary screen, biochemical, fluorescence; r(CAG) RNA repeat, TO-PRO-1 dye displacement fluorescence; inhibition, % at 3 µM; actives 1.3% (n = 370,000); AID 651821, 2012;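 active = inhibition above the plate cutoff, the mean of all test compounds on that plate plus 3 SD, cut at about 35% in these data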;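 also: 0% = DMSO alone and 100% = 100 µM mitoxantrone as full dye displacement; higher means more dye released from RNA so lower well fluorescence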
# NR1D1 modulator = modulators of Rev-erb alpha DNA binding, primary screen, biochemical, FITC-DNA, fluorescence polarization, uHTS. activity, % at 10 µM. Rev-erbα–FITC-DNA binding, 90 min. actives 0.79% (n = 370,000);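 active = activity above about 14%, limit read from the data; passing the limit was not always enough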;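 also: 0% = DMSO wells with 35 nM protein and 100% = DMSO wells with 750 nM protein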
# Target sequence (P20393 whole entry, looked up): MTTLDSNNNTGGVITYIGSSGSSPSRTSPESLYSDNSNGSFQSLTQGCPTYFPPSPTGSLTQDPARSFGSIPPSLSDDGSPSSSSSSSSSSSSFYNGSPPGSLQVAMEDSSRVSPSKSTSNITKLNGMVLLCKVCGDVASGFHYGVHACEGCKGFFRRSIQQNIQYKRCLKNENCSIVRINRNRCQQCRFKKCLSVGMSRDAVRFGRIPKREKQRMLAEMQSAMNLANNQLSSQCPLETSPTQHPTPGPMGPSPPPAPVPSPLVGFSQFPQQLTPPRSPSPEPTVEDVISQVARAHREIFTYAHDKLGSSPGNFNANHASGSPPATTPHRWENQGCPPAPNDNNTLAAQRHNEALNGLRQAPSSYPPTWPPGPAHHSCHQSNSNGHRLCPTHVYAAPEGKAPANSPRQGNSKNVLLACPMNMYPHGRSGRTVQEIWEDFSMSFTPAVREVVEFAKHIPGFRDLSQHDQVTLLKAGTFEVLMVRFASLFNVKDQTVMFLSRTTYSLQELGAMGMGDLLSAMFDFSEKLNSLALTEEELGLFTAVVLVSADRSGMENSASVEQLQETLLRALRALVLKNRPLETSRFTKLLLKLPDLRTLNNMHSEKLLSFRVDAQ
# MBD2 inh = inhibitors of MBD2 binding to methylated DNA, primary screen, biochemical, TR-FRET, DNA-binding domain, human. Methyl-CpG-binding domain protein 2 (Homo sapiens), Q9UBB5. MBD2 binding to methylated oligonucleotide. inhibition, % at 4.4 µM. actives 0.31% (n = 370,000). AID 686964, 2013; in the data active = inhibition above about 13%
# The depositor's hits bear a star; . = not tested or not shown.
Compound	TCR-CD3 inh	PRMT1 FP inh	HTRA1 inh	PG9 binder	UHRF1 MBD2 ctr	ABHD4 inh	LEDGF integ inh	rCAG RNA binder	NR1D1 modulator	MBD2 inh
COc1ccc(CNS(=O)(=O)c2ccc(F)c(C(=O)Nc3ccc(OC)cc3)c2)cc1	1	0	-15	-1.6	-1	-3	3	0	1	2
COc1ccc2[nH]cc(CCCN3C(=O)c4ccccc4C3=O)c2c1	0	0	-6	0.2	2	8	-3	1	0	2
Nc1ccc(CC(N)c2csc(Nc3cc(Oc4ccccc4)ncn3)n2)cc1 (stereo unspecified)	-5	-2	.	-2.0	3	9	-2	11	-6	5
CCOC(=O)N1CCN(C(=S)Nc2ccc3nc(N4CCN(CC)CC4)cc(C)c3c2)CC1	-1	0	2	-1.6	-1	1	-4	-5	0	0
CCOC(=O)c1ccc(NC(=O)Cn2cc3c(n2)CCC(C)C3)cc1 (stereo unspecified)	-1	-2	0	-0.7	1	0	-3	2	5	-3
Cc1cc(NC(=O)C(C)SCC(=O)N(C)CC(=O)Nc2ccc(F)cc2)no1 (stereo unspecified)	3	-3	-2	-2.1	-1	-3	-2	-5	1	1
CN1N=C(C(=O)NC2CCCc3c2cnn3-c2ccc(F)cc2F)CCC1=O (stereo unspecified)	-5	4	-2	-0.4	4	-9	0	-6	-2	7
N#CCC[C@@H]1CC[C@]2(CCCN(Cc3ccc(Cl)cc3)C2)O1	.	1	.	.	2	2	-3	1	-4	1
CCN(CC)S(=O)(=O)c1ccc(N2CCN(C)CC2)c(NC(=O)Nc2ccccc2F)c1	-8	3	-1	1.0	2	7	-3	-4	-2	0
COc1cc(C(O)c2nc3ccccc3s2)cc(OC)c1OC (stereo unspecified)	-7	3	2	0.1	1	4	-2	-6	-1	0
O=c1c2ccccc2nc(-c2ccccc2)n1CCCN1CCOCC1	4	4	-2	1.5	2	-9	-3	-1	-3	10
CC1(C)c2[nH]c3ccccc3c2C[C@@H]2C(=O)N(Cc3ccccc3Cl)C(=O)N21	2	-3	-28	-1.4	13	-11	0	-2	5	6
CCN(CC)CCOC(=O)c1ccc(N=CC2=C(O)CC(C)(C)CC2=O)cc1	-8	3	-3	-0.3	4	-1	7	-5	-2	6
COc1ccc(N(CC(O)Cn2c3ccccc3c3ccccc32)S(=O)(=O)c2ccccc2)cc1 (stereo unspecified)	2	2	-52	-2.4	0	-58	1	14	3	0
O=C(N/N=C\c1ccc(F)cc1)c1ccc(Cn2cc(Br)c([N+](=O)[O-])n2)o1	-4	2	-10	-2.2	1	1	-3	4	-1	0
CC(c1nnc(SCC(=O)N2CC(=O)Nc3ccccc32)n1Cc1ccccc1)N(C)C (stereo unspecified)	-7	2	-8	2.6	4	0	2	-3	0	7
Fc1cccc(Nc2ncnc3sccc23)c1	7	-2	-7	-0.7	-3	6	-1	4	-3	5
FC(F)(F)c1nc(NCC2CCCO2)c2nnn(Cc3ccccc3Cl)c2n1 (stereo unspecified)	1	1	-7	1.3	-2	-4	1	0	-5	1
COc1ccccc1NC(=O)c1sc2ncn(Cc3ccccc3C)c(=O)c2c1C	5	3	1	52*	-1	-6	-3	3	62*	0
Cc1ccc(S(=O)(=O)Nc2ncnc3sc(C)c(C)c23)cc1	-3	-4	-1	1.9	4	-2	3	13	0	-5
O=C(CSc1nnc(CNC(=O)c2cccc(C(F)(F)F)c2)o1)NCC1CCCO1 (stereo unspecified)	2	-1	10	-3.6	-1	1	2	-4	-2	5
OCc1c[nH]c(=S)n1CCOc1cccc(C(F)(F)F)c1	-3	12	-5	1.0	-1	-1	-5	-3	0	-4
COc1ccc(NC2=NCCC(=O)N2Cc2cccs2)cc1	8	1	4	-1.6	-1	2	-2	-3	7	1
CCNC(=O)C1(C)CCCN(C(=O)CCc2cccs2)C1 (stereo unspecified)	-8	4	.	3.9	2	-6	0	3	-1	3
Cc1cc(C)c(S(=O)(=O)N2CCOC2CNC(=O)C(=O)NCc2ccccn2)c(C)c1 (stereo unspecified)	-4	0	7	-2.4	-2	-1	2	-1	-1	1
COc1ccccc1C(=O)N/C(=C\c1cn(C)c2ccccc12)C(=O)NCCN1CCOCC1	-3	4	7	-2.1	-3	-2	2	7	-5	-5
COc1ccc2c([N+](=O)[O-])c(N3CCCC3)[nH]c2c1	10	3	3	-4.2	-3	-4	1	4	-2	0
CCN(CC(=O)NCc1ccc(F)cc1)C(=O)/C=C/c1cccs1	1	-3	2	-0.2	-4	0	0	-3	-4	0
Cc1ccc(SCc2nnc(NC(=O)c3ccccc3)s2)cc1	4	-2	-6	-0.3	-3	-3	-1	-1	-2	-2
COc1ccc(-c2cc(OC)c3c(C)oc(C)c3c(=O)c2)cc1OC	-4	4	4	-0.3	-3	8	-2	9	3	-4

# Full records, looked up by structure. Order of values: TCR-CD3 inh, PRMT1 FP inh, HTRA1 inh, PG9 binder, UHRF1 MBD2 ctr, ABHD4 inh, LEDGF integ inh, rCAG RNA binder, NR1D1 modulator, MBD2 inh
# Profile of Cc1ccc(SCc2nnc(NC(=O)c3ccccc3)s2)cc1 → 4, -2, -6, -0.3, -3, -3, -1, -1, -2, -2
# Profile of Cc1ccc(S(=O)(=O)Nc2ncnc3sc(C)c(C)c23)cc1 → -3, -4, -1, 1.9, 4, -2, 3, 13, 0, -5
# Profile of COc1ccc(-c2cc(OC)c3c(C)oc(C)c3c(=O)c2)cc1OC → -4, 4, 4, -0.3, -3, 8, -2, 9, 3, -4
# Profile of Cc1cc(C)c(S(=O)(=O)N2CCOC2CNC(=O)C(=O)NCc2ccccn2)c(C)c1 (stereo unspecified) → -4, 0, 7, -2.4, -2, -1, 2, -1, -1, 1
# Profile of CCNC(=O)C1(C)CCCN(C(=O)CCc2cccs2)C1 (stereo unspecified) → -8, 4, ., 3.9, 2, -6, 0, 3, -1, 3

# (more compounds)
Compound	TCR-CD3 inh	PRMT1 FP inh	HTRA1 inh	PG9 binder	UHRF1 MBD2 ctr	ABHD4 inh	LEDGF integ inh	rCAG RNA binder	NR1D1 modulator	MBD2 inh
Cc1cccc(C)c1NC(=O)C1C2C=CC(C2)C1C(=O)O (stereo unspecified)	-4	9	4	2.0	1	0	-5	-1	0	-1
COc1ccc(CNc2nccs2)cc1OC	-2	-3	-1	-0.8	-1	-1	1	0	2	3
CCCCn1c(N)c(N(C)C(=O)C2CCCC2)c(=O)[nH]c1=O	-5	2	3	1.5	0	3	-9	1	0	2
COc1cccc(OCCNC(=O)c2ccc(C)cc2)c1	0	-1	6	0.7	2	4	0	19	2	-4
O=C1CC(N2CCN(C/C=C/c3ccccc3)CC2)C(=O)N1Cc1cccs1 (stereo unspecified)	1	6	-14	-2.3	-1	-2	-1	-3	-6	0
COc1cc(S(=O)(=O)n2cnc3ccccc32)ccc1Br	-5	-1	-2	1.0	6	-5	9	6	2	2
Cc1cc(=O)oc2cc(OCC(=O)N3CC[C@@]4(O)CCCC[C@H]4C3)c(Cl)cc12	-5	6	1	-1.2	4	-8	2	-1	6	2
CCc1c(C(=O)Nc2cc(C(=O)OC)ccc2C)csc1C	-6	2	-4	-2.6	2	-3	-8	-2	-5	2
CCn1c(SCC(=O)Nc2ccc(N(C)C)cc2)nnc1-c1ccco1	6	-2	5	-9.6	0	2	1	-2	0	-5
COc1ccccc1N1CCN(c2nc3ccccn3c(=O)c2C=O)CC1	0	-5	1	-0.1	0	4	-3	1	4	0
CC(=O)N1CCN(c2ccc([N+](=O)[O-])cc2C#N)CC1	1	6	4	2.2	2	2	-2	-2	-1	-1
CN1CCN(c2nc(-c3ccccc3)nc(-c3ccc(F)cc3)c2C#N)CC1	-2	2	-12	-0.1	1	3	-5	-2	7	-1
CC(CC(=O)N1CCN(c2ccccc2)CC1)S(=O)(=O)c1ccc2c(c1)NC(=O)CO2 (stereo unspecified)	8	-5	-1	-2.8	-1	-6	1	-2	0	-3
COc1ccc(Cn2cc(CN3[C@H](Cc4ccccc4)COc4cc(Br)ccc4S3(=O)=O)nn2)cc1	.	0	.	.	-1	5	-3	10	0	-1
CCN(CC)C(=O)/C=C/c1ccc(OC)c(S(=O)(=O)N2CCCCC2)c1	10	-3	9	-3.3	2	10	0	-2	0	-2
CC(C)CCOc1ccc(CO[C@@H]2[C@H]3OC(C)(C)O[C@H]3O[C@@H]2C(O)CO)cc1 (stereo partly specified)	-12	4	2	-0.8	2	0	1	-11	4	5
O=C(c1cccnc1)N1CCc2ccccc2C1	2	6	-1	-0.9	8	-6	-1	2	-4	11
C(=C1c2ccccc2-c2ccccc21)c1ccccn1	3	-3	-25	-0.5	-1	-8	5	3	1	-4
O=C(CSc1nc(-c2ccco2)cc(C(F)(F)F)n1)Nc1ccc(C(=O)N2CCOCC2)cc1	-2	3	-2	0.9	1	4	-1	1	-1	3
CCC(C)(C)NC(=O)Cc1ccccc1OC	-6	5	-3	0.2	1	0	-6	2	3	3
COCCNC(=O)Nc1ccc(F)cc1	4	-5	3	-2.9	0	-2	5	-1	3	0
O=C(NCC(F)(F)F)Nc1cccnc1	-6	0	5	0.3	-2	5	2	0	-9	-1
Nc1cccc2c1CN(C1CCC(=O)NC1=O)C2=O (stereo unspecified)	.	0	.	.	0	2	3	1	0	-2
COc1ccc(NC(=O)c2ccc(CNS(=O)(=O)c3cccc(OC)c3)cc2)cc1	4	1	2	-1.8	1	-6	1	8	0	1

# Quoted at random: three entries already listed.
Compound	TCR-CD3 inh	PRMT1 FP inh	HTRA1 inh	PG9 binder	UHRF1 MBD2 ctr	ABHD4 inh	LEDGF integ inh	rCAG RNA binder	NR1D1 modulator	MBD2 inh
CC(C)CCOc1ccc(CO[C@@H]2[C@H]3OC(C)(C)O[C@H]3O[C@@H]2C(O)CO)cc1 (stereo partly specified)	-12	4	2	-0.8	2	0	1	-11	4	5
COc1ccc(NC(=O)c2ccc(CNS(=O)(=O)c3cccc(OC)c3)cc2)cc1	4	1	2	-1.8	1	-6	1	8	0	1
Nc1cccc2c1CN(C1CCC(=O)NC1=O)C2=O (stereo unspecified)	.	0	.	.	0	2	3	1	0	-2

# High-throughput results (PubChem)

# These rows are one share of the data; rates above refer to the full screens.
